SRC1 inh – inhibits human SRC1 coactivator; HEK293 GAL4-SRC1 luciferase reporter, luminescence; 360,000 tested, 0.12% active; inhibition, % at 3.6 µM;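 active = inhibition above the campaign mean plus 3 SD, with each screening campaign given its own cutoff, cut at about 60% in these data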;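 also: 0% = DMSO treated cells and 100% = gossypol at 36 µM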
TWEAK Fn14 block – inhibitors of TWEAK-Fn14 interaction signaling | TWEAK-stimulated Fn14 reporter cells, luciferase luminescence, 8 h | AID 1159606 | 360,000 tested, 2% active | inhibition, % at 10 µM; in the data active = inhibition above about 50%
COUP-TFII inh – blocks human COUP-TFII nuclear receptor. P24468. HEK293T NGFI-A luciferase reporter, luminescence. inhibition, % at 8.6 µM. 370,000 tested, 0.7% active;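 active = inhibition above a per-plate cutoff, mean inhibition of test wells between control levels plus 3 SD, cut at about 38% in these data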;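 also: cells cotransfected with COUP-TFII expression vector driving the NGFI-A reporter; 0% = median of COUP-TF2 test wells and 100% = reporter-only cells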
NOD2-RIPK2 inh – NOD2-RIPK2 protein interaction inhibition. O43353. CHO BLA complementation NOD2-RIPK2, CCF4 ratio. inhibition, % at 4.98 µM. 360,000 tested, 0.38% active. AID 624267; in the data active = inhibition above about 21%;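 also: 0% = vehicle only and 100% = reference blocker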
TROY signal inh – inhibitors of TROY-dependent NF-kB signaling; 360,000 tested, 0.98% active; Q293 LMP1-TROYcd NF-kB luciferase reporter, 4 h; inhibition, % at 10 µM; AID 1347056;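 active = compounds whose plate-normalised and pattern-corrected inhibition of the luciferase reporter signal at the single screening dose is 50% or more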
NCOA2 inhibitor – human SRC2 (NCOA2) inhibition; Q15596; HEK293 GAL4-SRC2 luciferase reporter, luminescence; inhibition, % at 9 µM; 370,000 tested, 0.17% active; AID 651957;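 active = inhibition above the mean inhibition of all tested compounds plus 3 SD, set per campaign, cut at about 52% in these data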;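 also: 0% = DMSO treated cells and 100% = cells given Gossypol at 36 µM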
LRH-1 inv ag – suppresses constitutive activity of human LRH-1; inhibition, % at 3.6 µM; O00482; 360,000 tested, 0.13% active; HEK293T StAR-luciferase reporter, LRH-1 transfected, 24 h;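 active = inhibition above the mean inhibition of all tested compounds plus 3 SD, cut at about 73% in these data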;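 also: 0% = DMSO wells and 100% = reporter-only cells lacking LRH-1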
TLR9-MyD88 block – blocks human TLR9 binding to MyD88; CHO BLA complementation TLR9-MyD88, CCF4 FRET ratio; inhibition, % at 4.98 µM; 340,000 tested, 0.21% active; AID 504734;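 active = inhibition above the mean over all tested compounds plus 3 SD, cut at about 21% in these data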;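 also: 0% = DMSO only wells and 100% = clavulanate BLA inhibitor control wells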
Target sequence (Q99836 whole entry, looked up): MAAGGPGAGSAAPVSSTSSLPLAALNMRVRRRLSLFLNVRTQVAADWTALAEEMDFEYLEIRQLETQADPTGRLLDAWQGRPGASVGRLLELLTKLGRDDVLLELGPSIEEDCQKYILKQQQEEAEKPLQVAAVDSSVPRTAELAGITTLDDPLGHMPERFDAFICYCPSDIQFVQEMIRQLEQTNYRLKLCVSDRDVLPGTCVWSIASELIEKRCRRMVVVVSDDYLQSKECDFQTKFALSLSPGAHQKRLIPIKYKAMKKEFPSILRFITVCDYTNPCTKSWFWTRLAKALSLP
Target sequence (Q9NR96 whole entry, looked up): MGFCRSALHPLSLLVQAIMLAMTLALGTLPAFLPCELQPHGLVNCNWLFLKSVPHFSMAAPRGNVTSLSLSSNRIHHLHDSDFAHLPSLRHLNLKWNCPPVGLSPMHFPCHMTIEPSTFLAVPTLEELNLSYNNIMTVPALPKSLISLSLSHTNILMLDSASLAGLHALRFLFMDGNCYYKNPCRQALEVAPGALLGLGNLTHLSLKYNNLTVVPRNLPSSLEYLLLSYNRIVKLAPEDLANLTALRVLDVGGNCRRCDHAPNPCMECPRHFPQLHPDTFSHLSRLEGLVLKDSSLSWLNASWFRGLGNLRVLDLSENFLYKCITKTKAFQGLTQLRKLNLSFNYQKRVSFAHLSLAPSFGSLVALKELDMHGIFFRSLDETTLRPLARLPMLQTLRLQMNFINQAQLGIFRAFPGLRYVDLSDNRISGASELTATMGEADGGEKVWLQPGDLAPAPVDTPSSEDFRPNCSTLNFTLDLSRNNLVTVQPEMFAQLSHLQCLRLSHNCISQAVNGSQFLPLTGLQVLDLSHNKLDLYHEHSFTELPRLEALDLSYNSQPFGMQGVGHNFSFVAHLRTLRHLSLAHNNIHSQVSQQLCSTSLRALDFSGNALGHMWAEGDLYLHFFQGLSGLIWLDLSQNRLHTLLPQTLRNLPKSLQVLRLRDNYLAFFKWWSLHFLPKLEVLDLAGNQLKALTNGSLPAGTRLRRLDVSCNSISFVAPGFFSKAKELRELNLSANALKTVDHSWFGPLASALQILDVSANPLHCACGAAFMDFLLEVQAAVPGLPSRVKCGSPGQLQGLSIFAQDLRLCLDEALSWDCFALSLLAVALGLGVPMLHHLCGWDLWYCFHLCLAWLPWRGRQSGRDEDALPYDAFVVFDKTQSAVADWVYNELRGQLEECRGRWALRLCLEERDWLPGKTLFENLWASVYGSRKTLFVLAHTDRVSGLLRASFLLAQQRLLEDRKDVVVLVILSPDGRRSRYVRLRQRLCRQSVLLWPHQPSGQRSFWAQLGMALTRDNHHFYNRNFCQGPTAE
C8 TRAIL sens – sensitizes caspase-8 expressing cells to TRAIL; inhibition (viability loss, TRAIL sensitization), % at 10 µM; NB7+C8 cells + TRAIL, ATPlite viability luminescence; 360,000 tested, 1% active;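 active = compounds causing at least 50% loss of cell viability in the single-dose screen, relative to plate controls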
LMP1 NFkB inh – inhibitors of Epstein-Barr LMP1-induced NF-kappaB reporter; AID 504558; LMP1-induced NF-kappaB luciferase reporter cells, luminescence; 350,000 tested, 0.69% active; inhibition, % at 12.5 µM; in the data active = inhibition above about 41%; inconclusive = no clear call, values can overlap the other calls;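 also: 0% = neutral control wells and 100% = reference inhibitor control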
NCOA3 inh – inhibitors of human steroid receptor coactivator 3 (SRC3). Q9Y6Q9. HEK293 GAL4-SRC3 luciferase reporter, luminescence. inhibition, % at 3.6 µM. 360,000 tested, 0.17% active. AID 588352;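 active = inhibition above a per-campaign cutoff, the mean of all compounds plus 3 SD, cut at about 60% in these data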;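 also: 0% = DMSO-treated cells and 100% = gossypol-treated cells at 36 µM; higher means less SRC3-driven luciferase light from the GAL4 reporter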
* = called active by the depositor; ? = inconclusive; nt = not tested or not shown.

Screens in order – SRC1 inh, TWEAK Fn14 block, COUP-TFII inh, NOD2-RIPK2 inh, TROY signal inh, NCOA2 inhibitor, LRH-1 inv ag, TLR9-MyD88 block, C8 TRAIL sens, LMP1 NFkB inh, NCOA3 inh
CC1CN(C(=O)c2ccc(COc3ccccc3Cl)o2)CC(C)O1 (centres undefined)
    -10, -6, 5, -3, 8, 3, -14, -9, -17, -5, 19
Cn1nc(C(=O)NCC(=O)Nc2ccc(F)c(F)c2F)c2ccccc2c1=O
    5, -16, 11, -5, -19, 16, 5, 9, 1, -4, -25
Nc1ccc(C(=O)Nc2nccs2)cc1
    -37, 6, -28, 1, -43, -19, -69, -6, 23, -9, -58
O=C(c1cc(-c2ccc(F)cc2)nc2ccccc12)N1CCC1
    -3, -1, -3, -8, -19, -27, -11, -1, -16, -3, 1
CCC(=O)N1CCc2cc(S(=O)(=O)N3CCc4ccccc43)ccc21
    5, -6, -9, -3, -2, -18, 14, 0, 12, 13, 20
COC(=O)c1cc(=O)n(Cc2ccc(OC)c(OC)c2)c(=Nc2ccc(F)cc2)s1
    19, 65*, -4, -8, 28, -16, 6, -64, 16, 10, 19
CC1CCCC(C)N1/N=C/c1ccccc1F (centres undefined)
    -23, 8, 12, 1, -12, 5, 2, -3, -12, -1, -11
CN(C)CCN(C)C1CN(Cc2ccc([N+](=O)[O-])cc2)S(=O)(=O)C1 (centres undefined)
    -1, 10, -1, 1, 6, -4, 9, -7, 3, 1, -11
COc1cc(C(C)=O)ccc1OCC(O)CN1CCN(c2ccccc2)CC1 (centres undefined)
    -10, -18, 14, 0, -10, -12, -17, 4, -1, 4, -5
O=C(CNC(=O)c1ccco1)OCN1C(=O)c2ccccc2C1=O
    -8, -3, -8, -4, 0, 10, 14, -4, 3, -5, 16
Cc1cc(C)c2c(-n3cccc3)c(C(=O)NNS(=O)(=O)c3ccccc3)sc2n1
    -66, 1, 1, -23, 11, -17, 5, -5, 10, -7, 3
COc1cc2cc(CN(CCc3ccccc3C)C(=S)NCCCN(C)C)c(=O)[nH]c2cc1OC
    -8, -9, 2, 3, 30, -35, -11, -2, -1, -1, 22
Cc1cc([N+](=O)[O-])cc2c1NC(=O)C2(O)N1CCCC(C)C1 (centres undefined)
    -18, -9, 23, 2, -28, -12, 3, -9, 6, 0, 4
CN(C)C(=O)/C(=C/c1ccc(-c2cccc([N+](=O)[O-])c2)o1)NC(=O)c1ccccc1
    4, -15, 26, -4, 20, 28, -5, -6, -3, 4, -8
CCN(CC)CCCNC(=O)CNC(=O)c1nn(-c2ccc(OC)cc2)c(=O)c2ccccc12
    8, -34, -8, -11, 2, -6, -3, 9, -3, -4, 13
OCC(CO)(CO)NC(=S)Nc1cc(Cl)cc(Cl)c1
    1, -11, -1, -2, -3, -15, 13, -1, -3, 5, 19
Nc1cc(C(=O)N/N=C/c2cccc([N+](=O)[O-])c2)n[nH]c1=O
    -10, 1, 10, -1, -12, -5, -6, -4, 8, -1, 5
CC(C)CC(=O)Nc1ccccc1N1CCCC1
    -1, 3, 4, 4, 11, 11, -5, 5, -12, 3, 13
CC1CCCN(C(=O)c2cc3c(-c4ccc(Cl)cc4)nn(C)c3s2)C1 (centres undefined)
    -15, 3, -16, -2, 4, 0, 13, -8, 10, -7, -4
CC(=O)N1CCN(c2ccc(NCc3cccc4ccccc34)cc2)CC1
    -44, 4, -9, 3, 2, -4, 40, 0, -2, 12, 12
COc1ncccc1-c1nnn(-c2ccc(Cl)c(Cl)c2)n1
    -37, -58, 0, 5, -44, -44, -31, -4, 17, -27, -80
O=C(O)/C=C/C(=O)N1CCN(C(=O)/C=C/C(=O)O)CC1
    1, -7, -12, -18, -18, 18, -1, 4, -5, 5, 10
COc1ccccc1CC(=O)Nc1ccc2c(c1)CCC2
    -14, -54, 7, -7, -53, -6, -25, 4, -2, 1, -9
O=C(COc1ccc(CNC[C@H]2O[C@@H](n3ccc(=O)[nH]c3=O)[C@H](O)[C@@H]2O)cc1)Nc1nccs1
    4, 8, -5, -9, -4, -18, 21, nt, -17, nt, 9
CCCC(=O)Nc1ccc2c(c1)nc(CN1CCN(C(C)=O)CC1)n2C
    -14, 12, -7, 14, -5, 0, 0, -9, 12, 8, 7
CCOC(=O)/C(=C\c1ccccc1)NC(=O)c1ccccc1
    2, -22, -15, -1, -37, 0, -8, -6, 6, -2, 6
CCOC(=O)c1ccc(NC(=S)NCCC2=CCCCC2)cc1
    1, 6, -8, 0, 43, 2, -9, 5, 1, 2, 2
COc1ccc(/C=N/NC(=O)c2ccccc2O)cc1CSc1ccccn1
    1, 3, -5, -13, -90, -13, -11, -5, -12, -1, 18
COc1ccc(C(=O)NCCCNC(=O)c2cnccn2)cc1Br
    3, 29, -2, -2, -14, -14, 4, -2, -7, 4, 8
CC(C)C(C)NC(=O)CN1C(=O)NC2(CCCCCC2)C1=O (centres undefined)
    5, -1, -25, -7, -10, -14, 9, 9, -7, 1, 6

Profiles from above:
CCOC(=O)/C(=C\c1ccccc1)NC(=O)c1ccccc1 is listed as SRC1 inh: 2; TWEAK Fn14 block: -22; COUP-TFII inh: -15; NOD2-RIPK2 inh: -1; TROY signal inh: -37; NCOA2 inhibitor: 0; LRH-1 inv ag: -8; TLR9-MyD88 block: -6; C8 TRAIL sens: 6; LMP1 NFkB inh: -2; NCOA3 inh: 6
COc1ncccc1-c1nnn(-c2ccc(Cl)c(Cl)c2)n1 is listed as SRC1 inh: -37; TWEAK Fn14 block: -58; COUP-TFII inh: 0; NOD2-RIPK2 inh: 5; TROY signal inh: -44; NCOA2 inhibitor: -44; LRH-1 inv ag: -31; TLR9-MyD88 block: -4; C8 TRAIL sens: 17; LMP1 NFkB inh: -27; NCOA3 inh: -80

(more compounds)
mol	SRC1 inh	TWEAK Fn14 block	COUP-TFII inh	NOD2-RIPK2 inh	TROY signal inh	NCOA2 inhibitor	LRH-1 inv ag	TLR9-MyD88 block	C8 TRAIL sens	LMP1 NFkB inh	NCOA3 inh
O=C1N(c2ccccc2)C2CS(=O)(=O)CC2N1c1ccc(Br)cc1 (centres undefined)	6	12	-6	0	-1	4	2	-1	-1	6	25
COc1cc(CC(=O)Nc2ccc(N3CCOCC3)cc2)cc(OC)c1OC	-1	-4	-10	-5	-13	3	14	8	-6	0	18
COc1cccc(C2=NN(C(=O)CCCC(=O)O)C(c3cccs3)C2)c1 (centres undefined)	-5	0	12	1	-15	-17	-4	-6	1	2	-9
CCC(CC)C(=O)Nc1nnc(S(=O)(=O)N2CCCCCC2)s1	7	-9	17	-10	-11	2	13	4	21	4	13
CCOc1ccc(/C=C/C(=O)c2ccccc2)cc1	-179	10	-44	0	-6	-51	-73	1	26	?	-89
CCOC(=O)c1cccc(NC(=O)Cn2cnc3c2c(=O)n(C)c(=O)n3C)c1	2	26	4	-2	5	-26	1	-8	5	-10	3
O=C(O)c1ccccc1C(=O)c1ccc(Br)s1	-37	-8	1	0	-23	4	-5	16	-8	-7	3
COC(C[C@@H]1O[C@@H]1[C@H](O)[C@H](C)OCc1ccccc1)OC	-10	7	3	-4	-16	4	-2	-5	2	-7	-18
O=C1N(C2CCCC2)C[C@@H]2C[C@@H](c3cccn3-c3ccccn3)N3CCC[C@@]123	-3	1	9	-13	-11	4	-5	6	-3	5	-10
[O-]/[N+](=C/c1ccc(F)cc1)c1ccc(Cl)cc1	-52	-21	nt	1	-83	nt	-18	2	5	-83	-32
O=C(Nc1ccc2nsnc2c1)NC1CCCCC1	-73	-19	-20	-16	-65	-46	-137	-6	17	-39	-85
CCN1CCN(S(=O)(=O)c2ccc(Cl)c(C(=O)NCc3ccco3)c2)CC1	-6	8	3	-3	0	11	16	-1	-4	-3	-16
O=C(NCCN1C(=O)S/C(=C\c2cccnc2)C1=O)C1=NN(c2ccccc2)C(=O)CC1	-20	-12	2	4	1	-34	3	-7	-1	-1	0
COc1c(/C=N/Nc2ccc(C(=O)O)cc2)c(CCN(C)C(C)=O)cc2c1OCO2	-3	-9	5	-18	-11	-4	-15	3	20	1	9
CCCCc1c(C)nc(N)[nH]c1=O	-18	4	-4	-5	0	-15	-13	-14	1	-4	-8
CCN(CC)C(=O)/C(=C/c1ccc2c(c1)OCO2)NC(=O)c1ccc(Br)cc1	3	7	9	5	10	16	-3	3	-4	1	-13

Rewritten field by field: entries from further up.
> COc1cccc(C2=NN(C(=O)CCCC(=O)O)C(c3cccs3)C2)c1 (centres undefined)
  SRC1 inh: -5
  TWEAK Fn14 block: 0
  COUP-TFII inh: 12
  NOD2-RIPK2 inh: 1
  TROY signal inh: -15
  NCOA2 inhibitor: -17
  LRH-1 inv ag: -4
  TLR9-MyD88 block: -6
  C8 TRAIL sens: 1
  LMP1 NFkB inh: 2
  NCOA3 inh: -9
> COc1cc(CC(=O)Nc2ccc(N3CCOCC3)cc2)cc(OC)c1OC
  SRC1 inh: -1
  TWEAK Fn14 block: -4
  COUP-TFII inh: -10
  NOD2-RIPK2 inh: -5
  TROY signal inh: -13
  NCOA2 inhibitor: 3
  LRH-1 inv ag: 14
  TLR9-MyD88 block: 8
  C8 TRAIL sens: -6
  LMP1 NFkB inh: 0
  NCOA3 inh: 18
> CCN1CCN(S(=O)(=O)c2ccc(Cl)c(C(=O)NCc3ccco3)c2)CC1
  SRC1 inh: -6
  TWEAK Fn14 block: 8
  COUP-TFII inh: 3
  NOD2-RIPK2 inh: -3
  TROY signal inh: 0
  NCOA2 inhibitor: 11
  LRH-1 inv ag: 16
  TLR9-MyD88 block: -1
  C8 TRAIL sens: -4
  LMP1 NFkB inh: -3
  NCOA3 inh: -16
> O=C1N(C2CCCC2)C[C@@H]2C[C@@H](c3cccn3-c3ccccn3)N3CCC[C@@]123
  SRC1 inh: -3
  TWEAK Fn14 block: 1
  COUP-TFII inh: 9
  NOD2-RIPK2 inh: -13
  TROY signal inh: -11
  NCOA2 inhibitor: 4
  LRH-1 inv ag: -5
  TLR9-MyD88 block: 6
  C8 TRAIL sens: -3
  LMP1 NFkB inh: 5
  NCOA3 inh: -10

Assay outcomes (PubChem BioAssay)

The list is partial; rates above refer to the full screens.
